Screening results: PubChem, several laboratories
PME-1 inh = blocks human protein phosphatase methylesterase 1 | Q9Y570 | recombinant PME-1, FP-Rh probe fluorescence polarization | inhibition, % at 5.9 µM | 0.53% of 320,000 active | AID 2130;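 active = inhibition above the campaign mean of all compounds plus 3 SD, cut at about 26% in these data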;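 also: competitive labeling of PME-1 active site by serine hydrolase directed probe; 0% = PME-1 with DMSO and 100% = wells lacking PME-1 enzyme; inhibitors block probe labeling so polarization falls and inhibition rises; many of its hits are not listed in these tables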
Target sequence (Q9Y570 whole entry, looked up): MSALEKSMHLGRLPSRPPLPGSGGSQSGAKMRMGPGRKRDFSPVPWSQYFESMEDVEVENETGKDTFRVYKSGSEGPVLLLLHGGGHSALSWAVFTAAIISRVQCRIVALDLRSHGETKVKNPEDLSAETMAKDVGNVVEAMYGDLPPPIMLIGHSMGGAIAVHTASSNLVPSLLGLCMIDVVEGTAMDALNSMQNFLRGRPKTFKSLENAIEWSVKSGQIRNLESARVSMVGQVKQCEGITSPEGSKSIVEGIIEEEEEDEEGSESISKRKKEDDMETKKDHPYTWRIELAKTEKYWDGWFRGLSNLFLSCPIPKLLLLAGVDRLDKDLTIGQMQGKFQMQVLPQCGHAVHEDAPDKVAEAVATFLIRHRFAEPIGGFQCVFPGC
PAD4 FP inh = PAD4 (human) enzyme inhibition. Q9UM07. recombinant PAD4, RCA probe fluorescence polarization. inhibition, % at 6.36 µM. 0.41% of 330,000 active. AID 485272;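 active = percent inhibition above a cutoff equal to the mean of all tested compounds plus 3 SD, cut at about 15% in these data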;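 also: 0% = PAD4 with RCA probe and DMSO and 100% = probe without PAD4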
TPT1 inh = inhibitors of Candida albicans tRNA 2'-phosphotransferase TPT1; recombinant caTPT1, FP RNA substrate dephosphorylation; inhibition, % at 5 µM; 0.81% of 300,000 active;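 active = inhibition above the mean of all tested compounds plus 3 SD, set per screening campaign, cut at about 24% in these data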;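 also: plate controls were DMSO alone for no effect and ferristatin control at 100 nM for full effect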
Fam108B inh = blocks mouse Fam108B hydrolase in RBBP9 counter-screen. recombinant Fam108B, FP-Rh probe fluorescence polarization. 0.33% of 300,000 active. inhibition, % at 9.51 µM;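 active = inhibition above the screen mean inhibition plus 3 SD, computed separately per campaign, cut at about 18% in these data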;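 also: inhibitors lower polarization as less probe binds the enzyme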
BCLXL inh = blocks human Bcl-xL binding to Bim BH3 peptide; Q07817; GST-Bcl-xL / FITC-Bim BH3 peptide fluorescence polarization; AID 2129; 0.7% of 320,000 active; inhibition, % at 10.9 µM;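 active = inhibition above the mean of all tested compounds plus 3 SD, cutoff set per campaign, cut at about 30% in these data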;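 also: 0% = DMSO wells and 100% = unlabeled Bim-BH3 peptide competitor; inhibitors lower millipolarization by displacing the labeled peptide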
Target sequence (Q07817 whole entry, looked up): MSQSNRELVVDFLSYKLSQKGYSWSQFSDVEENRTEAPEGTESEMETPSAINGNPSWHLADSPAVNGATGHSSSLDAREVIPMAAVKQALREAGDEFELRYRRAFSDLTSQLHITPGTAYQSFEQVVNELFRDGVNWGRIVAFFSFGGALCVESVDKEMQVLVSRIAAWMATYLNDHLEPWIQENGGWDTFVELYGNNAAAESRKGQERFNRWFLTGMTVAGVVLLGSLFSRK
MCL1-BIM inh = inhibitors of human MCL1 binding to BIM-BH3 peptide | AID 2057 | 0.68% of 320,000 active | inhibition, % at 10.9 µM | GST-MCL1 / FITC-Bim-BH3 fluorescence polarization;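 active = inhibition above the mean inhibition of all tested compounds plus 3 SD, set per campaign, cut at about 40% in these data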;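 also: 0% = DMSO wells and 100% = unlabeled Bim-BH3 peptide control; higher means more loss of mP so more displacement of Bim peptide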
GSTO1 inh = GSTO1 inhibition, counter-screen for RBBP9 inhibitors; P78417; recombinant GSTO1, activity-based probe fluorescence polarization; inhibition, % at 5.96 µM; 1.1% of 300,000 active;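 active = inhibition above the campaign mean inhibition plus 3 SD, cut at about 35% in these data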;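 also: 0% = GSTO1-1 with DMSO and 100% = wells lacking GSTO1-1 enzyme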
GLD-1 RNA inh = GLD-1-TGE RNA interaction inhibition (C. elegans); inhibition, % at 5.96 µM; 0.44% of 320,000 active; purified GLD-1 + fluorescein TGE RNA, fluorescence polarization; Q17339;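 active = percent inhibition above a per-plate cutoff, the plate mean of test compounds plus 3 SD, cut at about 30% in these data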;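 also: 0% = DMSO wells with GLD-1 and probe and 100% = wells lacking GLD-1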
Target sequence (Q17339 whole entry, looked up): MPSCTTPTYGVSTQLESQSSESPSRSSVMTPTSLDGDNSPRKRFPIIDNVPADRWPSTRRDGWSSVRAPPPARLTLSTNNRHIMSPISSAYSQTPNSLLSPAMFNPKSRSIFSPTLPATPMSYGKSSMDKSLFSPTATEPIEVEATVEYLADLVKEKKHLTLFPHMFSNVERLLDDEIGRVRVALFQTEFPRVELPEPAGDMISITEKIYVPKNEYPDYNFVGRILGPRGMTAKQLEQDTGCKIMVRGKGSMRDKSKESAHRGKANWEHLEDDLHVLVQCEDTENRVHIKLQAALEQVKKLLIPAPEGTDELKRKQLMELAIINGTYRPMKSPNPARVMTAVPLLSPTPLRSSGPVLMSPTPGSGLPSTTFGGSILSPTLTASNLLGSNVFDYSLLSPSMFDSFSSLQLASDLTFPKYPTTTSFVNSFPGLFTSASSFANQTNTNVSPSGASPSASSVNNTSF
MEX-5 binding = C. elegans MEX-5 TCR-2 RNA binding activity; MEX-5/FITC-TCR2 RNA binding, fluorescence polarization; stronger effect = lower value; 0.38% of 300,000 active; activity score (negative = inhibition of binding), % at 10 µM; Q9XUB2; AID 1832;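 active = inhibition past about -25% in most replicates, and total fluorescence under double the plate's negative control median, limit read from the data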;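 also: 0% = DMSO and -100% = 5 µM competing unlabeled TCR2 RNA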
* marks the source's active call; other numbers are inactive results; · = no result given. A portion of the library; rates above refer to the full screens.

Molecule	BCLXL inh	Fam108B inh	GSTO1 inh	GLD-1 RNA inh	TPT1 inh	PAD4 FP inh	PME-1 inh	MCL1-BIM inh	MEX-5 binding
CC(=O)N/N=C(\C)C1COc2ccccc2O1 (stereo not drawn)	0	1	5	4	-3	2	6	8	-0.4
CC(C)NCC(O)COc1cccc2[nH]ccc12 (stereo not drawn)	7	2	3	-5	-2	1	-1	5	·
Cc1ccc(C#N)c(SCc2nnc(-c3ccc(Cl)cc3)o2)n1	6	2	5	4	-1	0	10	-3	0.2
CC(C)[C@H](NC(=O)N1CCC(Cc2ccccc2)CC1)C(=O)O	0	8	6	-6	-2	1	-2	7	-0.1
CCN(CC)S(=O)(=O)c1ccc(S(=O)(=O)N(Cc2ccccn2)Cc2ccco2)cc1	6	-2	-8	2	0	-2	9	4	-0.3
O=S1(=O)N=C(N(Cc2cccs2)c2ccc(O)cc2)c2ccccc21	1	-5	3	-4	-1	-4	2	5	0.7
COC(=O)Nc1nc(C)c(C(=O)N(C)C)s1	1	7	12	4	-4	1	2	2	2.5
Cc1nc(N)nc(N)c1CCCc1ccc(Cl)c(Cl)c1	10	-6	-11	5	0	2	-2	5	4.8
COc1ccc2[nH]c3c(c2c1)CCN1C(=O)N([C@@H](C)C(=O)NCc2c(F)cccc2Cl)C(=O)[C@]31C	2	1	-10	-3	-1	1	7	7	0.4
CC(CC(=O)NCc1ccc(Cl)cc1)c1ccccc1 (stereo not drawn)	1	5	6	1	0	2	2	2	0.5
Cc1cc(Br)ccc1NC(=O)CNC(=O)CN(C)Cc1nc2ccccc2c(=O)[nH]1	6	-2	-1	0	-1	0	0	3	-0.8
CS/C(=N\S(=O)(=O)c1cccs1)Nc1ccc(N2CCOCC2)cc1	7	1	-2	1	-1	-2	0	9	-0.2
Cc1cc(C(=O)COC(=O)C2=COCCO2)c(C)n1-c1cccc(F)c1	8	0	11	5	-2	-1	-1	11	-3.5
CC(=O)c1cccc(NC(=O)N2CCCC2C(=O)NCc2ccc3c(c2)OCO3)c1 (stereo not drawn)	3	0	6	-5	-1	-2	-1	1	1.0
COc1ccc(OCCC(=O)OCC(=O)Nc2ccc(S(=O)(=O)N3CCOCC3)cc2)cc1	-4	1	9	1	0	2	3	-4	-0.2
O=C(NC1CCCCC1)NC1CCN(S(=O)(=O)Cc2ccccc2)CC1	0	1	-2	8	3	4	0	-5	2.3
CC(c1ccco1)N(C(=O)c1ccc(Cl)s1)c1ccccn1 (stereo not drawn)	4	2	2	4	-1	-6	0	2	2.9
N#Cc1ccccc1OCC(=O)NNC(=O)c1ccncc1	0	·	·	6	·	-4	2	7	·
O=C(NNS(=O)(=O)c1ccccc1C(F)(F)F)c1cc2ncc(C(F)(F)F)cc2s1	2	2	-11	-2	-2	1	5	0	-0.7
O=C(NCCN1CCOCC1)c1ccc(NS(=O)(=O)c2ccccc2)cc1	2	0	-1	7	0	-4	-1	1	-0.3

Molecule	BCLXL inh	Fam108B inh	GSTO1 inh	GLD-1 RNA inh	TPT1 inh	PAD4 FP inh	PME-1 inh	MCL1-BIM inh	MEX-5 binding
COc1ccccc1NC(=O)CCC(=O)OCc1cccc([N+](=O)[O-])c1	5	-1	0	4	2	-4	4	6	0.1
Cc1ccc(-n2nnnc2SCC#N)cc1	2	-7	0	0	-1	-6	-4	1	1.0
O=C1NNC(c2ccccc2)=N/C1=C\c1ccccc1	3	2	14	-1	-1	-4	5	4	-1.1
CCOc1ccc(Cl)cc1CNCCNCCO	-1	1	8	8	-2	-1	0	8	0.6
O=C(Nc1nnc(-c2ccc(Cl)cc2)o1)C1=COCCO1	7	5	0	3	-6	3	3	13	-0.7
CC(Sc1ccc(Cl)cc1)C(=O)NCC(c1ccco1)N1CCCCC1 (stereo not drawn)	6	-1	-3	-1	0	-9	-2	3	1.0
COc1ccc(S(=O)(=O)N2CCN(CC(=O)Nc3cccc(OC)c3)CC2)cc1	0	2	8	9	2	3	6	-1	0.7
Clc1cccc(CN2COc3c(cc(Cl)c4cccnc34)C2)c1	4	-3	-30	3	-1	-6	1	9	·
O=C(OC(C(=O)NC1CCCC1)c1cccnc1)C1=Cc2ccccc2OC1 (stereo not drawn)	6	1	7	11	-1	-5	-3	1	-8.5
Oc1ccc(Cl)cc1-c1cc(C(F)(F)C(F)F)nc(-c2ccccc2)n1	2	2	1	1	-4	-2	-1	3	3.0
CCOP(=O)(OCC)c1nc(-c2ccc(C)cc2)oc1NCc1ccccc1	-2	1	5	9	1	2	3	1	1.7
CCC(=O)NCCNc1nc2cc(C)cc(C)c2cc1C#N	2	5	1	-1	-3	0	4	0	-3.5
O=C(NNc1nc2ccc(F)cc2s1)c1cccc(F)c1	-12	3	5	3	-5	0	2	-7	3.4
O=C(NCc1ccco1)c1cc(=O)c2ccccc2o1	1	0	0	-6	2	2	-1	-8	2.5
O=C(Cn1ccc([N+](=O)[O-])n1)NCc1cccnc1	3	-4	-6	-4	0	-4	-2	5	-2.8
O=C(N/N=C/c1cc(Br)cc(Br)c1O)c1cccc(N2CCCC2=O)c1	5	1	5	-1	54*	-2	4	13	-2.3
Nc1ccc(O)c([N+](=O)[O-])c1	8	·	·	1	·	-8	-6	0	·
O=C(NC1CCCCC1)C(c1ccc(Cl)cc1)N(C(=O)c1cnccn1)c1ccc2c(c1)OCO2 (stereo not drawn)	-1	0	4	1	2	-4	1	-3	-1.2
Cc1cc(C)n2cc(CSCc3ccccc3)nc2n1	10	4	4	8	-2	2	3	15	0.2
O=C(Nc1ccc(F)cc1)N(CCCN1CCOCC1)Cc1cc2cc3c(cc2[nH]c1=O)OCCO3	9	-2	-6	-2	-5	-6	-1	2	-1.0

Molecule	BCLXL inh	Fam108B inh	GSTO1 inh	GLD-1 RNA inh	TPT1 inh	PAD4 FP inh	PME-1 inh	MCL1-BIM inh	MEX-5 binding
OC[C@H]1O[C@@H](Oc2ccc3cc(Br)ccc3c2)[C@H](O)[C@@H](O)[C@H]1O	1	·	·	3	·	0	-4	3	·
O=C(OCCc1cc2ccccc2c(=O)o1)N1CCOCC1	6	·	·	-2	·	3	-8	4	·
CCOC(=O)N1CCN(C(=O)CS(=O)(=O)Cc2nc(-c3ccccc3C)oc2C)CC1	1	4	6	-6	-1	-3	0	-1	-2.9
NS(=O)(=O)c1ccc(NC(=O)CCC(=O)c2cccs2)cc1	-1	-4	6	-3	2	-8	0	-1	0.6
O=C(COC(=O)C1CCN(C(=O)c2ccc(Cl)cc2)CC1)c1ccco1	1	0	-2	2	3	2	-7	8	-4.0
COc1ccccc1OCCOc1ccc(/C=C2\C(=N)N3N=C(S(C)(=O)=O)SC3=NC2=O)cc1	14	-10	-27	-14	1	-6	-7	10	-1.4
CCN(CC(=O)NCc1ccc(Cl)cc1)C(=O)CCC(=O)c1ccc(C)cc1	4	0	3	3	1	-2	0	2	1.1
CC1CCN(C(=O)c2ccc(CNc3c(N4CCCC4)c(=O)c3=O)cc2)CC1	5	-4	10	2	0	5	-10	4	·
Cc1nc2ccccc2c2oc(C(=O)NCCN3CCN(C)CC3)cc12	0	1	5	8	1	0	-2	5	-3.0
COc1ccc(-c2noc(CCCc3ccccc3)n2)cc1OC	3	-4	7	2	-4	-3	-2	6	-2.6
CCC(C)(C)N1CC(=O)N(Cc2ccccc2)C(c2ccc(OC)cc2)C1=O (stereo not drawn)	7	2	3	-1	-2	-3	0	7	0.3
Cc1noc(C(=O)Nc2cc(Cl)ccc2O)c1Cl	0	4	2	1	0	-3	-7	-8	-0.5
Cc1cc2[nH]c(=O)c(=O)[nH]c2cc1S(=O)(=O)N1CCN(c2cccc(C(F)(F)F)c2)CC1	-3	-6	14	-1	1	3	-7	-2	3.5
Cc1ccsc1C(=O)C1CCCN(Cc2cn(C)nc2-c2ccccc2)C1 (stereo not drawn)	7	-1	0	7	1	2	3	13	1.2
CC1=C(C(=O)Nc2ccc(C(=O)N3CCN(c4ccccc4F)CC3)cc2)SCCO1	4	0	-4	9	0	2	-3	2	-2.4
O=C(CN1CCN(C(C(=O)Nc2ccc(Cl)cc2C(F)(F)F)c2ccccc2)CC1)NC1CC1 (stereo not drawn)	0	·	·	-2	·	-3	-1	-3	·
CN1CCN(/C=N/c2sc3c(c2C#N)CCCCC3)CC1	11	2	11	-1	-2	-2	-5	7	0.9
COCc1ccc(CN2CCc3c([nH]c4ccccc34)C2CC(C)C)o1 (stereo not drawn)	24	-3	6	11	-4	-1	-2	21	-3.1
Cc1ccnc(NC(=O)CCC(=O)N(CC(=O)NCc2ccccc2)Cc2ccco2)c1	0	-1	2	-6	0	-4	6	-1	2.1
CCOc1ccc(CN2CCC(n3nccc3NC(=O)C3CC3)CC2)cc1CO	-1	0	-7	-8	1	1	3	1	0.1

Molecule	BCLXL inh	Fam108B inh	GSTO1 inh	GLD-1 RNA inh	TPT1 inh	PAD4 FP inh	PME-1 inh	MCL1-BIM inh	MEX-5 binding
CCC(C)(C(=O)NC1CCCCC1)N(Cc1cccs1)C(=O)c1ccc(=O)[nH]c1 (stereo not drawn)	-4	-5	3	-8	-1	-5	-4	0	-0.3
COc1ccc(NC(=O)c2cc(S(=O)(=O)N3CCOCC3)cs2)cc1	4	3	-5	-4	-2	-4	0	2	-2.6
Cc1c(CCO)c(=O)[nH]n1C(=O)c1ccc(F)cc1	-1	3	-3	1	-1	3	4	3	-1.1
CCOc1ccc(CCNC(=O)C2CC(=O)N(C3CCCC3)C2)cc1OCC (stereo not drawn)	9	-3	7	2	-2	-2	-1	7	0.1
CCOc1ccc(C(=O)c2nc3c(n2O)CCCC3)cc1	-6	-5	-6	-10	0	-7	-1	-12	-2.0
Cc1nc(C)c(C(=O)OCC(=O)Nc2ccccc2)s1	-1	·	·	0	·	-1	1	-8	·
N#C/C(=C\c1ccco1)C(=O)Nn1cnnc1	6	-3	7	-4	-1	-2	-4	4	1.5
O=C(COc1cccc2ccccc12)NNC(=O)[C@@H]1CCCC[C@@H]1C(=O)O	14	7	0	-1	1	-2	-1	35	-0.1
COc1ccc(-n2nnnc2SCC(=O)c2cccc(OC)c2)cc1	0	0	11	4	1	0	2	-1	-0.3
O=C(CCCn1c(=O)c2cccn2c2cccnc21)NCCc1ccc(Cl)cc1	4	2	-3	0	0	-3	-2	1	-1.3
O=C(COC(=O)c1ccccc1Br)Nc1ccc(F)cc1	2	0	2	0	-1	2	-5	5	0.3
CN(C)C(=O)c1nc2ccc(Cl)cn2c1CN1CCCC(OCc2cccnc2)C1 (stereo not drawn)	7	1	8	7	3	2	1	14	-5.0
Cc1c(Br)c([N+](=O)[O-])nn1CC(=O)Nc1ccc(C(N)=O)cc1	3	2	-3	-3	-1	-1	0	4	-3.8
O=C(COC(=O)c1ccc2ccccc2c1)Nc1ncc(C(F)(F)F)cc1Cl	1	-6	0	-8	2	-1	-1	4	4.1
Cc1ccc(NC(=O)COC(=O)c2ccco2)cc1C	0	·	·	-1	·	-5	3	-1	·
Cc1ccc(-c2cc(C(=O)N3CCN(c4ncccn4)CC3)c3cc(Br)ccc3n2)o1	7	-2	4	3	16	-5	-3	18	1.8
CCOC(=O)Cn1c(S(=O)(=O)Cc2ccccc2)nc2ccccc21	4	-3	-2	-2	-4	6	-3	6	-1.1
CCc1cccc(OCC(=O)Nc2c[nH]c(=O)[nH]c2=O)c1	3	1	-5	8	-2	-4	0	-7	-6.1
C=CCn1c(=O)c(C#N)cc2c(=O)n3ccccc3nc21	21	2	10	9	5	-1	-7	24	-3.6
